Screens from PubChem BioAssay.
MCL1 BIM primary: inhibitors of human MCL1 binding to BIM-BH3 peptide; GST-MCL1 / FITC-Bim-BH3 fluorescence polarization; Q07820; AID 2057; inhibition, % at 10.9 µM; hit rate 0.68% among 320,000;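 active means inhibition above the mean inhibition of all tested compounds plus 3 SD, set per campaign, cut at about 40% in these data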;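 further: 0% = DMSO wells and 100% = unlabeled Bim-BH3 peptide control; higher means more loss of mP so more displacement of Bim peptide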
Target sequence (Q07820 whole entry, looked up): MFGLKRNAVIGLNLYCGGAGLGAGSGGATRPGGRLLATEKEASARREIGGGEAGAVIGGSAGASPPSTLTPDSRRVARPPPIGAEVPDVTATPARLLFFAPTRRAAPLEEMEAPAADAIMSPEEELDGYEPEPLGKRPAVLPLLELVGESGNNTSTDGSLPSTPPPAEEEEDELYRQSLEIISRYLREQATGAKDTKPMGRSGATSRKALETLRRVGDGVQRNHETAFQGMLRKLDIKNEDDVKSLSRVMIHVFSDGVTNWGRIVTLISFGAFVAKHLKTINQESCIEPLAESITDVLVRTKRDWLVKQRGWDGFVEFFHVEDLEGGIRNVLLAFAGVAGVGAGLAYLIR
MEX-5 binding: C. elegans MEX-5 TCR-2 RNA binding activity | Q9XUB2 | MEX-5/FITC-TCR2 RNA binding, fluorescence polarization; stronger effect = lower value | hit rate 0.38% among 300,000 | activity score (negative = inhibition of binding), % at 10 µM;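 active means inhibition past about -25% in most replicates, and total fluorescence under double the plate's negative control median, limit read from the data; inconclusive means replicates evenly split on the limit, or fluorescence at least double controls; inactive means too little inhibition in most replicates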;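 further: 0% = DMSO and -100% = 5 µM competing unlabeled TCR2 RNA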
Efflux pump inh: inhibitors of Candida antifungal efflux pumps expressed in yeast; inhibition, % at 10 µM; hit rate 0.44% among 330,000; S. cerevisiae Candida pump triplex, Nile Red efflux; AID 485275;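 active means plate passing quality check with inhibition over a set limit, or well fluorescence over plate mean plus 4 SD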;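 further: Nile Red retained in pooled yeast measured as flow cytometry median fluorescence; 0% = buffer negative control and 100% = Enniatin B positive control; higher means more Nile Red kept so more efflux inhibition; some compounds called inactive have numbers as strong as hits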
GLD-1 RNA inh: GLD-1-TGE RNA interaction inhibition (C. elegans); AID 2280; inhibition, % at 5.96 µM; hit rate 0.44% among 320,000; Q17339; purified GLD-1 + fluorescein TGE RNA, fluorescence polarization;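 active means percent inhibition above a per-plate cutoff, the plate mean of test compounds plus 3 SD, cut at about 30% in these data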;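 further: 0% = DMSO wells with GLD-1 and probe and 100% = wells lacking GLD-1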
Target sequence (Q17339 whole entry, looked up): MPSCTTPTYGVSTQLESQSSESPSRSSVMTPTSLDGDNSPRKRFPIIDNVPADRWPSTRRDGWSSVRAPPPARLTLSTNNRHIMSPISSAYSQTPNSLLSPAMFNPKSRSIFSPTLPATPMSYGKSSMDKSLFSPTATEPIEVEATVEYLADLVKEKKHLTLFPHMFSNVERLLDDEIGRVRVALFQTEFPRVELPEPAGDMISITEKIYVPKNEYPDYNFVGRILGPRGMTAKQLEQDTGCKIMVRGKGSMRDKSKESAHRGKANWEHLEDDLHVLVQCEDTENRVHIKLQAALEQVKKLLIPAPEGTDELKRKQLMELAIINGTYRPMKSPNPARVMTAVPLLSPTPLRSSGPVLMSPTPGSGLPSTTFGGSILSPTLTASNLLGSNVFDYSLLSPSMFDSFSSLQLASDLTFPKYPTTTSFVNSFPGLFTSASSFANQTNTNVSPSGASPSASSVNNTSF
Bcl-xL primary: inhibitors of human Bcl-xL; inhibition, % at 10.9 µM; Q07817; GST-Bcl-xL / FITC-Bim BH3 peptide fluorescence polarization; hit rate 0.7% among 320,000; AID 2129;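 active means inhibition above the mean of all tested compounds plus 3 SD, cutoff set per campaign, cut at about 30% in these data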;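 further: 0% = DMSO wells and 100% = unlabeled Bim-BH3 peptide competitor; inhibitors lower millipolarization by displacing the labeled peptide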
Target sequence (Q07817 whole entry, looked up): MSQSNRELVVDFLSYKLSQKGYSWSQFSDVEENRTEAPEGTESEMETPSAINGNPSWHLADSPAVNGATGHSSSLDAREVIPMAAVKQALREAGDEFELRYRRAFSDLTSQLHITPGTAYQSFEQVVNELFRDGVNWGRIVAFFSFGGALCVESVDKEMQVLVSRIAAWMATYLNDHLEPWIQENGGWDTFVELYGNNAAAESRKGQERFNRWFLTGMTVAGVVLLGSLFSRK
VLA-4 inh: inhibition in a human VLA-4 binding assay. inhibition, % (about 7 µM as worked out from the volumes in the protocol). AID 2557. hit rate 0.2% among 330,000. VLA-4 expressing cells, ligand binding flow cytometry; in the data active means inhibition above about 50%
GRK2 aptamer HTS: human GRK2 inhibition via aptamer displacement; P25098; bead flow cytometry, FAM-aptamer displacement from GRK2; inhibition of aptamer binding, % at 10 µM; hit rate 0.59% among 330,000; AID 488847;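 active means inhibition of aptamer binding above 40%, roughly 3 SD of noise, on plates passing a quality check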;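 further: median bead fluorescence of bound FAM aptamer so fluorescent compounds give negative values; no value below 0 was filed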
PME-1 inh: blocks human protein phosphatase methylesterase 1. hit rate 0.53% among 320,000. AID 2130. inhibition, % at 5.9 µM. recombinant PME-1, FP-Rh probe fluorescence polarization;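 active means inhibition above the campaign mean of all compounds plus 3 SD, cut at about 26% in these data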;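 further: competitive labeling of PME-1 active site by serine hydrolase directed probe; 0% = PME-1 with DMSO and 100% = wells lacking PME-1 enzyme; inhibitors block probe labeling so polarization falls and inhibition rises; many of its hits are not listed in these tables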
Fam108B counter: counter-screen for RBBP9 inhibitors: inhibitors of mouse Fam108B | recombinant Fam108B, FP-Rh probe fluorescence polarization | inhibition, % at 9.51 µM | hit rate 0.33% among 300,000 | AID 1947;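 active means inhibition above the screen mean inhibition plus 3 SD, computed separately per campaign, cut at about 18% in these data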;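 further: inhibitors lower polarization as less probe binds the enzyme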
Starred values were filed as active, the others as inactive; ? = inconclusive; . = no result given. These rows are one share of the data. The share of hits here may be higher or lower than overall.

Each structure is followed by: MCL1 BIM primary | MEX-5 binding | Efflux pump inh | GLD-1 RNA inh | Bcl-xL primary | VLA-4 inh | GRK2 aptamer HTS | PME-1 inh | Fam108B counter
Cc1ccc(S(=O)(=O)c2cc(C)cc(S(=O)(=O)Nc3ccc(C(=O)O)cc3)c2C)cc1
  -0.3 | 0.0 | 0.0 | 3.5 | -1.0 | 0.5 | 0.0 | -4.0 | 2.2
O=C(NCc1ccc(F)cc1)Nc1cccc(Cl)c1
  -7.3 | -0.5 | -0.4 | 0.1 | 0.7 | -14.7 | 0.0 | -1.2 | -1.8
O=C(Nc1cccc(NC(=O)c2cccnc2Cl)c1)c1ccco1
  -5.5 | 2.4 | -0.1 | -2.5 | 1.7 | 4.6 | 2.0 | 3.6 | 2.8
Cc1cc(C)n(C(=O)/C(C#N)=C/N(C)C)n1
  7.1 | -3.3 | 0.0 | 7.6 | 4.3 | -6.1 | 0.0 | -7.0 | -0.7
Cc1ccc(-n2ncc3c2ncn2nc(-c4ccco4)nc32)c(C)c1
  1.4 | 3.4 | -0.2 | -8.9 | 0.0 | -9.0 | 1.0 | -9.3 | -5.9
COC(=O)Cc1nc(Nc2ccccc2)sc1C
  -2.6 | -3.4 | -0.1 | 0.8 | 3.1 | -1.6 | 2.0 | 0.3 | 3.0
COc1ccc(C(C)(C)C)cc1NC(=O)c1ccoc1C
  5.2 | -0.2 | -0.2 | -0.6 | 6.0 | -4.3 | 0.0 | -0.3 | -0.3
CCOC(=O)c1cnc(-c2ccccc2)nc1C(F)(F)F
  -3.3 | -1.0 | 0.0 | -10.3 | -1.8 | -8.8 | 0.0 | -2.5 | -4.0
COCCN(C(=O)C1CCC1)c1nnc(-c2cccnc2)s1
  2.3 | -0.2 | 0.0 | -2.9 | 2.4 | 9.5 | 0.0 | -3.0 | 0.9
COc1ccc(OC)c(Nc2nc3nonc3nc2N2CCCCC2)c1
  6.4 | -0.6 | 6.7* | 1.1 | 2.8 | 13.1 | 0.0 | 4.2 | 4.0
Cn1c(=O)c2c(ncn2CCC(=O)N/N=C/c2ccncc2)n(C)c1=O
  -6.6 | -0.7 | 0.0 | 1.7 | 3.5 | -0.8 | 1.0 | 0.6 | -1.5
COc1cc(OC)c(C(=O)OCC(=O)Nc2ccc(N3CCOCC3)cc2)cc1OC
  . | . | 0.1 | 0.6 | . | -9.3 | 1.0 | . | .
N#C/C(=C\c1ccc([N+](=O)[O-])cc1)C(=O)NCCCn1ccnc1
  -2.4 | -2.8 | -0.1 | 0.5 | 2.6 | -1.8 | 0.0 | -5.5 | 0.5
O=c1oc(-c2ccccc2[N+](=O)[O-])nc2ccccc12
  -2.1 | -4.1 | 0.0 | 0.9 | 4.6 | -0.5 | 1.0 | 0.4 | 5.9
Cc1nonc1C(=O)N/N=C/c1ccncc1
  5.0 | 0.2 | -0.1 | 5.1 | -0.1 | -7.7 | 1.0 | 3.0 | 3.5
O=C(NCc1cccs1)c1ccc(CS(=O)Cc2cccc(Cl)c2)o1 (stereo not drawn)
  3.6 | 0.3 | 0.0 | 6.8 | 3.8 | -10.5 | 0.0 | -6.4 | 0.3
CCOc1ccc(OCCCC(=O)N2CCN(S(=O)(=O)c3ccc(Cl)cc3)CC2)cc1
  -23.6 | 0.2 | -0.1 | -2.2 | -9.7 | -6.9 | 10.0 | 1.5 | -0.6
CCN(C(=O)Cn1nc(C(=O)O)c2ccccc2c1=O)C1CCCCC1
  -5.0 | -0.7 | -0.1 | 9.5 | 1.6 | -5.5 | 0.0 | 0.2 | 1.0
COc1ccccc1OCC(=O)Nc1nnc(C2CCCC2)s1
  -0.6 | 1.6 | -0.1 | 3.3 | 0.6 | 13.5 | 0.0 | 2.0 | 1.1
CCCS(=O)(=O)c1nc(S(=O)(=O)c2ccc(C)cc2)c(N2CC(C)OC(C)C2)s1 (stereo not drawn)
  5.6 | 3.9 | -0.1 | 7.8 | 2.7 | -1.7 | 4.0 | -2.5 | -3.8
CC(Sc1nnc(Cc2ccc3c(c2)OCO3)o1)C(N)=O (stereo not drawn)
  1.8 | -1.0 | 0.1 | 5.9 | -0.5 | 4.0 | 2.0 | 5.2 | 4.2
CCc1ccc(NC(=O)C(C)Oc2nnc(-c3cccs3)c(-c3cccs3)n2)cc1 (stereo not drawn)
  -6.5 | 4.3 | -0.1 | -4.1 | -2.0 | 8.7 | 8.0 | -4.7 | 0.8
C/C(=N/OC(=O)c1cccc(C(F)(F)F)c1)c1cnccn1
  -0.8 | 1.2 | 0.0 | 1.7 | -0.9 | -2.6 | 2.0 | 2.5 | 0.5
COc1nccnc1NS(=O)(=O)c1ccc(NC(=S)NC(=O)/C=C/c2ccccc2)cc1
  6.7 | -1.2 | 0.0 | -4.9 | 10.2 | -12.7 | 1.0 | 5.5 | 6.0
O=c1sc(/C=N/Nc2ccccc2)c(Cl)n1Cc1ccccc1
  7.7 | -0.5 | 0.1 | 6.8 | 6.4 | 10.2 | 5.0 | 4.8 | -2.3
Cc1ccc2cccc(OCCCOc3ccccc3CO)c2n1
  1.3 | 0.7 | -0.1 | -6.1 | 2.6 | 15.7 | 0.0 | -6.1 | -1.1
O=[N+]([O-])c1ccc(OCC(O)CN(CCO)CCO)cc1 (stereo not drawn)
  19.9 | -2.5 | -0.2 | 4.5 | 5.8 | 1.9 | 3.0 | -1.7 | 0.7
COc1cc(C(=O)Nc2ccc(S(=O)(=O)N(C)c3ccccc3)cc2)cc(OC)c1OC
  9.7 | -0.1 | -0.3 | -2.4 | 3.3 | -10.8 | 3.0 | -34.2 | -29.6
O=C(Cc1c(F)cccc1Cl)NCc1cccnc1
  -10.1 | 1.2 | -0.1 | -5.7 | -3.5 | 5.4 | 16.0 | 0.9 | -1.0
COc1ccc(OCC(=O)OCC(=O)NC2CCCC2)cc1
  . | . | -0.1 | 7.0 | . | 12.8 | 5.0 | . | .
Cc1nc2ncnn2c(N2CCC(C(=O)NC3CCCC3)CC2)c1Cc1ccccc1
  -3.6 | 0.6 | 0.4 | 1.9 | 3.1 | 2.8 | 0.0 | 1.9 | -2.9
Cc1ccc2oc(=O)c3cc(C(=O)N4CCN(C)CC4)sc3c2c1
  -1.3 | 0.9 | -0.1 | -0.3 | 1.1 | 0.0 | 1.0 | 0.6 | 3.4
Cc1cccc(N2CCN(C(C)C(=O)N3CCc4ccccc43)CC2)c1C (stereo not drawn)
  -5.3 | 1.7 | 0.3 | 4.1 | 4.8 | -4.4 | 2.0 | -0.6 | 2.2
CCOC(=O)CSc1nnc(Cn2nnc(-c3ccccc3)n2)n1CC
  0.1 | -0.2 | 0.0 | 5.2 | -4.5 | 12.8 | 4.0 | 0.8 | 1.1
Cn1nc(C(=O)N2CCOCC2)c2ccccc2c1=O
  4.0 | -0.1 | 0.1 | 2.6 | 4.4 | 7.3 | 1.0 | -5.3 | -1.9
CCCc1cc(=O)[nH]c(SCC(=O)Nc2cc3c(cc2C(C)=O)OCO3)n1
  5.7 | -1.9 | 0.0 | -0.5 | 9.8 | 5.4 | 3.0 | -1.5 | -4.0
O=C(CSc1nnc(SCc2ccccc2)s1)NNC(=S)Nc1ccccc1
  6.5 | 0.6 | -0.2 | 12.4 | 3.1 | -136.1 | 0.0 | -0.3 | 4.4
CCCCCNC(=O)C(C#N)c1nc2ccccc2nc1N1CCCC1 (stereo not drawn)
  -7.5 | ? | 0.3 | -20.1 | -6.5 | -13.1 | 0.0 | 1.4 | -4.8
COc1cc(C(=O)N/C(=C\c2cn(C)c3ccccc23)C(=O)NCCCn2ccnc2)cc(OC)c1OC
  5.4 | -0.6 | 0.0 | -6.3 | 0.9 | 4.3 | 1.0 | 2.2 | 1.4
CN1CCN(c2ccc(CNS(=O)(=O)c3ccc(F)cc3Cl)cc2)CC1
  8.5 | -0.5 | 0.1 | 3.1 | 3.8 | -18.3 | 1.0 | -0.5 | 4.0
Cc1nn(CC(=O)NCCc2ccc(Cl)cc2)c(C)c1[N+](=O)[O-]
  -0.5 | -0.8 | -0.1 | -0.1 | 4.9 | 8.3 | 3.0 | 2.9 | 7.6
Cc1cc(C(=O)N2CCN(C(=O)c3ccco3)CC2)ccc1[N+](=O)[O-]
  0.0 | -0.5 | -0.1 | 0.6 | 5.7 | 51.0* | 0.0 | 1.2 | -0.8
NC1=NC[C@H](c2ccccc2)N1CCc1cccc(F)c1
  8.1 | -4.0 | -0.2 | 0.9 | 5.9 | 3.0 | 0.0 | 2.3 | -3.7
CCn1c(C)nnc1SCC(=O)NC1CCCC1
  0.9 | 1.3 | -0.1 | -1.0 | 7.8 | 9.9 | 2.0 | -5.4 | -1.4
O=C(Oc1ccccc1)c1ccc(-n2cnnn2)cc1
  4.0 | 1.4 | 0.5 | -0.3 | 1.4 | 21.6 | 0.0 | 2.2 | 5.4
CCc1nc(SCC(=O)N2CCc3cc(OC)c(OC)cc3C2)c(C#N)cc1C
  -12.5 | 0.4 | -0.1 | 6.7 | 2.4 | -7.2 | 0.0 | -4.5 | -10.5
Cc1cc(NC(=O)CCC(=O)N(CCC(C)C)CC(=O)NCC2CCCO2)no1 (stereo not drawn)
  -2.6 | -0.6 | -0.2 | 2.4 | 7.1 | -14.3 | 0.0 | 2.1 | -1.0
CCOc1ccccc1-c1n[nH]c(=S)o1
  -20.3 | -0.8 | 0.1 | 0.6 | -26.8 | -5.2 | 1.0 | -8.5 | -0.6
COc1ccccc1OCC(=O)NCCCn1ccnc1
  11.2 | -1.1 | -0.1 | -2.5 | 7.6 | -2.5 | 0.0 | 0.4 | 2.7
CCN(CC)C(=O)CN(c1cccc([N+](=O)[O-])c1)S(=O)(=O)c1ccccc1
  -9.1 | 1.2 | 0.0 | 2.1 | 1.0 | 6.7 | 0.0 | 4.6 | -1.3

The list goes on.
Each structure is followed by: MCL1 BIM primary | MEX-5 binding | Efflux pump inh | GLD-1 RNA inh | Bcl-xL primary | VLA-4 inh | GRK2 aptamer HTS | PME-1 inh | Fam108B counter
Cc1ccc2c(c1C)OC(=O)CC2(C)C
  5.0 | 3.0 | 1.4 | 2.4 | 2.8 | -3.8 | 0.0 | 2.0 | 3.6
Cc1ccc(C(=O)N2CCN(S(=O)(=O)N3CCOCC3)CC2)cc1
  -5.8 | -1.4 | 0.0 | -2.6 | 2.5 | -6.6 | 3.0 | -4.6 | -2.0
COc1ccc2nc(N3CCCC(C(=O)NCCCN4CCN(C)CC4)C3)sc2c1 (stereo not drawn)
  7.4 | 2.3 | 0.1 | -0.9 | 1.6 | 3.7 | 0.0 | -4.5 | 1.5
C=CCn1c(SCc2ccc(OC)cc2)nnc1-c1cccnc1
  -0.9 | 1.0 | 0.0 | 0.9 | -1.2 | -8.2 | 0.0 | -3.4 | -1.1
N#Cc1c(Cn2cncn2)nc(=O)n(-c2ccccc2)c1N
  -2.5 | -6.2 | 0.1 | -2.2 | 5.9 | 9.8 | 0.0 | -4.0 | 1.3
CC(/C=N/NC(=O)c1ccc(CN2c3cccc4cccc(c34)S2(=O)=O)cc1)c1ccccc1 (stereo not drawn)
  8.1 | -1.3 | 0.1 | 3.4 | 0.7 | -1.6 | 1.0 | -24.0 | -19.8
